High-throughput results: PubChem, National Center for Advancing Translational Sciences (NCATS)
DRD3 antagonist: antagonists of human D3 dopamine receptor | P35462 | D3R cells, DiscoveRx beta-arrestin luminescence, antagonist mode; hits give low values | max response, negative = inhibition, % | hit rate 2.5% among 360,000 | AID 652054; in the data active means max response below about -50%; inconclusive means no clear call, values can overlap the other calls; further: on the % scale 0 is the no-effect control and ±100 the full control effect; mostly tested at two doses, the higher about 12 µM
Target sequence (P35462 whole entry, looked up): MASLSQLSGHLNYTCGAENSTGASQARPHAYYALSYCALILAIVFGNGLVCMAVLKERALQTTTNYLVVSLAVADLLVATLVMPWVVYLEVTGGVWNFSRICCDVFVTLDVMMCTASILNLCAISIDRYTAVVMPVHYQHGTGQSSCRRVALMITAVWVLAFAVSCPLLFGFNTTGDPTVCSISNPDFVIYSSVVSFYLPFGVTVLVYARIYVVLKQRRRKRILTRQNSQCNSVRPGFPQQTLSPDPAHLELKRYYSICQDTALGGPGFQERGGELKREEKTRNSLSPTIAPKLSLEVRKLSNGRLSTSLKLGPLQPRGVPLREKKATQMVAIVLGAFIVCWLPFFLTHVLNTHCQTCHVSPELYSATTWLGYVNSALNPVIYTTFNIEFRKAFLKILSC
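Cells expressing the human receptor were seeded at 1500 cells/well, incubated overnight at 37 degrees C in 5% CO2, then exposed to library compounds with dopamine controls for 90 minutes at 37 degrees C before luminescent detection.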
FUS suppressor: rescues growth of FUS-expressing yeast; S. cerevisiae FUS-expressing, growth rescue, OD600, 24 h; hit rate 0.24% among 390,000; Potency, µM (highest dose often 76.6 µM), without a hit: at the highest dose growth rescue (activation), most hits filed as activators;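 further: potency means the concentration at half of the fitted maximal effect; plate controls were DMSO vehicle for no effect and reference control for full effect; nearly all actives have a fitted effect of over 55% in size; some results filed as inactive show a strong effect at the top dose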
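Restored growth of FUS-toxic S. cerevisiae, read as 600 nm absorbance after 24 h at 30C in galactose medium (starting OD 0.005). Controls CP55940 and DMSO.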
TDP43 rescue: inhibitors of TDP-43 toxicity in yeast; TDP-43 expressing yeast growth rescue, BacTiter-Glo, 24 h; Potency, µM (series often up to 46.1 µM), without a hit: at the top dose growth rescue (activation), most hits filed as activators; hit rate 1.8% among 410,000; AID 652104; further: potency means the concentration at half of the fitted maximal effect; % of control where 0% means no effect; nearly all actives have a fitted effect of over 50% in size
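Yeast cells expressing TDP-43 under galactose induction are exposed to compounds for 24 hr at 30 deg C. BacTiter-Glo luminescence measures growth, so protective compounds score as activators.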
pAkt inh: inhibitors of Akt phosphorylation; Neuro2A IGF-stimulated pAkt S473 HTRF, 20 min; hits give low values; activity change, % for hits at 50 µM; hit rate 0.32% among 360,000; in the data active means activity change below about -80%; inconclusive means mostly about -51% to -80%; further: on the % scale 0 is the no-effect control and ±100 the full control effect
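Neuro2A cells (4,500/well, DMEM with 0.5% FBS) were treated with compound at a single 50 µM final concentration, stimulated with 6 nM IGF for 20 min at 37 °C, and lysed. Phospho-Akt Ser473 was read by HTRF as 665/615 ratio ×10^4.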
GLP-1R inv ag: inverse agonists of human GLP-1 receptor; P43220; HEK293 GLP-1R CRE-luciferase, luminescence, 24 h; GLP-1R form is constitutively active; Potency, µM (doses to about 38.3 µM), without a hit: at the top dose activity change, negative = inhibition, most hits filed as inhibitors; hit rate 1.6% among 410,000; AID 624417; further: potency means the concentration at half of the fitted maximal effect; on the % scale 0 is the no-effect control and ±100 the full control effect; nearly all actives have a fitted effect of over 55% in size
Target sequence (P43220 whole entry, looked up): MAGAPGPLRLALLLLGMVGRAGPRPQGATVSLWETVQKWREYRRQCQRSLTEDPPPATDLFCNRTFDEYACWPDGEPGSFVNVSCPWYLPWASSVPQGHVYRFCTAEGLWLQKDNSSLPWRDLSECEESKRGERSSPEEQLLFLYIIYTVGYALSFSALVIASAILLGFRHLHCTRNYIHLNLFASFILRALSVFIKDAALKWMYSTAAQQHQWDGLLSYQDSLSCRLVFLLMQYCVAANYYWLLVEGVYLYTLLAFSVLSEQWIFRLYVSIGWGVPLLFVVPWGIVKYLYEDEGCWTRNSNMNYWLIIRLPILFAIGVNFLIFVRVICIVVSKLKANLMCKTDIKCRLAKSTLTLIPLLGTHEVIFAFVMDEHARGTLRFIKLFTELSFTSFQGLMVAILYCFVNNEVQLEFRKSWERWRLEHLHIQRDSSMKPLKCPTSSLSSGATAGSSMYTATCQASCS
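Cells are plated, allowed 12 hours at 37 deg C, then treated with compounds for 24 hr before luciferase detection reagent is added and luminescence is read after 12 min at room temperature. The HEK293 line carries constitutively active GLP-1R with a cAMP-responsive reporter.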
Abeta yeast res: restores growth of yeast expressing A-beta42 peptide. hit rate 0.063% among 410,000. AID 1347071. Potency, µM (titrated, usually from 46.1 µM), inactives show at the highest dose growth rescue, actives largely listed as activators. yeast expressing A-beta42, growth rescue, OD600, 48 h; response scale: 0% DMSO, 100% iron-clioquinol control; further: potency means the concentration at half of the fitted maximal effect; nearly all actives have a fitted effect of over 55% in size
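Yeast growth medium received pinned compounds, then yeast cells expressing toxic A-beta were added; plates incubated at 30 C for 48 hr. Growth read as absorbance at 600 nm, normalized to DMSO and equimolar FeCl3 plus clioquinol controls.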
aSyn rescue: rescues yeast growth from alpha-synuclein toxicity; Yeast expressing alpha-synuclein, growth rescue, BacTiter-Glo, 24 h; Potency, µM (titrated, usually from 46.1 µM), for inactives: top-dose growth rescue (activation), actives largely listed as activators; hit rate 0.14% among 370,000; AID 652106; further: potency means the concentration at half of the fitted maximal effect; % of control where 0% means no effect; nearly all actives have a fitted effect of over 65% in size
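Galactose-induced alpha-syn yeast (OD600=0.02, raffinose-pregrown) + pinned cpd, 24 hr, 30 deg C; growth by BacTiter-Glo luminescence. Growth restoration scores as activation.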
GLP1R ag: agonists of human GLP-1 receptor. Potency, µM (highest dose often 45.6 µM), inactives show at the top dose activation, actives largely listed as activators. hit rate 0.007% among 380,000. AID 624172. HEK293 GLP-1R CRE-luciferase, luminescence, 4-6 h; cells express a hypersensitive GLP-1R form. P43220; further: potency means the concentration at half of the fitted maximal effect; % of control where 0% means no effect
PTHR1 agonist: agonists of human PTHR1 parathyroid hormone receptor; Q03431; HEK293 GP2 PTHR1 cells, GloSensor cAMP luminescence, 1 h; Potency, µM (series often up to 115 µM), for inactives: at the highest dose activation, actives largely listed as activators; hit rate 0.075% among 410,000; AID 743266; further: potency means the concentration at half of the fitted maximal effect; nearly all actives have a fitted effect of over 55% in size; some results filed as inactive show a strong effect at the top dose; inactives centre near -15; many of its hits are not listed in these tables
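HEK-293-derived GP2 cells expressing PTHR1 and a GloSensor cAMP reporter, 3,000/well, plated overnight, given luciferin plus IBMX (each 0.5 mM as added) for 1 h at 37 °C, then compound for 1 h at 37 °C. Luminescence was read after 15 min at room temperature.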
* marks the source's active call; other numbers are inactive results; i = inactive; u = inconclusive; x = not tested or not shown; [ ] = another dose, or the depositor's remark. Unless noted, the call rests on the fitted dose curve; in most records, active means well fitted curve in the direction sought with a large enough effect; inconclusive means small, poorly fitted or top-dose-only effect, or another doubt; inactive means no such curve, though single readings can be large; an effect the other way counts as inactive or inconclusive. This is a subset (hit frequency here may not be typical).

nr | structure | DRD3 antagonist | FUS suppressor | TDP43 rescue | pAkt inh | GLP-1R inv ag | Abeta yeast res | aSyn rescue | GLP1R ag | PTHR1 agonist
1 | Cc1ccc(C(=O)Nc2cc3c(cc2Cl)OCCCO3)cc1 | 20 | 0% | 9% | i | u | -16% | -10% | 4% | -16%[57.5 µM]
2 | S=c1[nH]nc(-c2ccc3ccccc3n2)n1-c1cc(Cl)cc(Cl)c1 | -1 | x | u | i | u | 5% | 8% | -9% | i
3 | COc1ccc(/C=C/CN2CCC(CO)(Cc3ccccc3Cl)CC2)cc1 | 9 | 35% | 5% | i | u | -5% | -2% | 3% | 12%
4 | COc1ccc(OCc2nnc(SCC(=O)NCc3ccco3)o2)cc1 | -11 | 6% | 3% | i | 0% | 7% | -6% | 6% | i
5 | Cc1ccc(NC(=O)CSc2nc(O)cc(=O)n2-c2ccc(C)cc2)cc1 | -1 | 41% | 6% | i | -28% | -1% | 12% | -4% | -22%
6 | COc1ccccc1C(=O)N(CCN(C)C)c1nc2cc(C)cc(C)c2s1 | -22 | 8% | 3% | i | 11µM* | 9% | -1% | 8% | 14%
7 | CC(C)C(=O)N=C1NC(=O)CS1 | 0 | 2% | 4% | i | 6% | -6% | 9% | 0% | i
8 | CCC(C)NC(=O)c1c2c(nc3ccccc13)C(=O)N(C1CCCCC1)C2 (stereo unspecified) | x | 2% | 14% | x | 3% | -12% | x | x | -5%
9 | CCCCCCCSc1nnc(-c2ccccc2N)c(=O)[nH]1 | -1 | 11% | u | i | -3% | -21% | -19% | 8% | -32%
10 | CCCOc1ccc(C(=O)N(Cc2ccc(Cl)cc2)Cc2ccco2)cc1 | x | 21% | 4% | x | u | 19% | x | x | -30%
11 | COC(=O)C1NN=C(C(=O)c2ccc(Br)cc2)C1c1cccc(Br)c1 (stereo unspecified) | 4 | x | 25µM* | i | u | -7% | u | -17% | -11%
12 | Clc1ccc(-c2nnc(-c3ccccc3)nc2N2CCSCC2)cc1 | 15 | 48% | u | i | u | -15% | 1% | 0% | -15%
13 | O=C(c1ccccc1F)N1CCN(c2ccccc2)CC1 | -22 | 11% | 18% | x | 9% | -11% | 0% | 1% | 17%[57.5 µM]
14 | Cc1cccc(C)c1NC(=O)c1ccc(OCc2c(C)noc2C)cc1 | u | -16% | 1% | i | u | -4% | -1% | -2% | i
15 | Cc1ccc(NC(=O)C(=O)NCCN2CCN(S(C)(=O)=O)CC2)cc1C | 15 | -1% | -3%[0.397 µM] | i | 7% | 8% | -8% | 10% | -1%
16 | Cc1ccc2c(C)c(C(=O)NCC(C)(C)N3CCOCC3)oc2c1C | 6 | 14% | -7% | i | u | 6% | -9% | -1% | -2%
17 | Cc1nc(NC(=O)/C=C/c2ccccc2)sc1C(=O)Nc1ccccc1Cl | 15 | 7% | 7% | i | 1% | 7% | -1% | -1% | -12%[57.5 µM]
18 | CC(C)(C)NS(=O)(=O)c1ccc(NC(=O)C2CCCO2)cc1 (stereo unspecified) | 23 | 24% | -21%[1.82 µM] | i | 19% | 5% | 1% | 23% | i
19 | COc1ccc(S(=O)(=O)N2CCN(C(=S)Nc3ccc(S(N)(=O)=O)cc3)CC2)cc1 | -3 | x | 9% | i | -21% | 0% | -5% | -12% | -6%
20 | Cc1cccc(N2CCN(C(=S)Nc3ccc4nc(N5CCN(C)CC5)cc(C)c4c3)CC2C)c1 (stereo unspecified) | -22 | u | 3% | i | u | x | 1% | -3% | -4%
21 | CN1CCc2c(sc3c2c(=O)n(-c2ccccc2)c2n[nH]c(=S)n32)C1 | 17 | u | 3% | i | 0% | 5% | -12% | -2% | i
22 | ONC=Nc1cccc2nonc12 | 0 | -49% | 20% | i | 3% | 18%[9.22 µM] | 5% | -10% | -13%
23 | NC(=O)CSc1nnc(COc2cccc3ccccc23)o1 | 49 | 13% | 9% | i | 7% | -11% | 5% | 1% | i
24 | COc1ccccc1CNc1ncnc2sccc12 | 6 | 3% | 25% | i | -37% | 9% | 3% | 22% | -29%
25 | C/C(=N\N(C)C)c1ccc(OCCOc2ccc([N+](=O)[O-])cc2)cc1 | -8 | -27% | u | i | u | -18% | 7% | 13% | -17%
26 | CCOc1ccc(-n2cc(-c3ccccc3)c3c(NCc4ccc(F)cc4)ncnc32)cc1 | x | 15% | u | x | 1.4µM* | 15% | x | x | i
27 | COc1ccc(N(C)S(=O)(=O)c2cccc(C(=O)N3CCN(S(=O)(=O)c4ccc(C)cc4)CC3)c2)cc1 | 10 | u | -3% | i | -18% | 4% | 2% | -1% | -9%
28 | COC(=O)c1ccc(-n2cc(-c3ccc(OC)cc3)[nH]c2=S)cc1 | -20 | x | 27% | i | 2% | 7% | 0% | 3% | i
29 | CC(C)(C)C(=O)/C=C1\NC(=O)CS1 | 2 | -7% | 14% | i | 6% | -12% | 0% | 1% | i
30 | CCOc1ccc(/C=C(\C#N)C(=O)NCC2CCCO2)cc1OCC (stereo unspecified) | 7 | x | u | i | -8% | -7% | -2% | 20% | i
31 | Cc1ccccc1CNC(=O)c1ccccc1C | -17 | -13% | 11% | i | -6% | 24% | 11% | 2% | -8%
32 | COc1cccc(CNC(=O)CCC2CCCN(Cc3ccc(OC(F)F)cc3)C2)c1 (stereo unspecified) | -23 | -6% | -17%[9.22 µM] | i | u | -4% | -7% | 10% | -23%
33 | Cc1cc(C(F)F)n2nc(C(=O)Nc3cc(Cl)ccc3C)nc2n1 | x | -16% | 11% | x | 11% | -4% | x | 1% | i
34 | c1ccc(-n2ncc(-c3nn[nH]n3)n2)cc1 | -5 | x | -3% | i | 0% | -15% | -9% | 2% | i
35 | Cc1ccccc1NCc1ccccc1O | 15 | 12% | 3% | i | -8% | -14% | 9% | 9% | i
36 | Cc1ccc(NC(=O)C2CC2c2ccccc2)cc1 (stereo unspecified) | 5 | -18% | 23% | i | u | 1% | -21% | 4% | -50%[inhibitor]
37 | Cc1nc(-c2ccc(S(=O)(=O)Nc3ccc(C)c(N(C)C)c3)cc2)co1 | x | -3% | u | x | u | -7% | 1% | 10% | -42%[inhibitor]
38 | CN1C(=O)c2ccc(C(=O)NCc3ccccc3)cc2C1=O | 9 | -5% | -1% | i | 0% | 11% | 1% | -4% | -6%
39 | CC1=NN(C(=O)c2ccc(Cn3cc([N+](=O)[O-])cn3)cc2)C(O)(C(F)(F)F)C1 (stereo unspecified) | -8 | -7% | 8% | i | u | 1% | -1% | -2% | -4%
40 | C=CCN1C2CCCC1CC(NC(=S)Nc1cccc(OC)c1)C2 (stereo unspecified) | -26 | -19% | 12% | i | -14% | -16% | -4% | -1% | -48%

Results in aSyn rescue (2 entries from above):
no.	Compound	aSyn rescue
32	COc1cccc(CNC(=O)CCC2CCCN(Cc3ccc(OC(F)F)cc3)C2)c1 (stereo unspecified)	-7%
21	CN1CCc2c(sc3c2c(=O)n(-c2ccccc2)c2n[nH]c(=S)n32)C1	-12%

Further results
nr | structure | DRD3 antagonist | FUS suppressor | TDP43 rescue | pAkt inh | GLP-1R inv ag | Abeta yeast res | aSyn rescue | GLP1R ag | PTHR1 agonist
41 | CCOC(=O)c1c(C)[nH]c(C)c1C(=O)CSc1nc(N)cc(N)n1 | -21 | 15% | -1% | i | 34%[activator] | -5% | 1% | 5% | -24%
42 | Cc1ccc(C(=O)OCC(=O)NC(=O)c2ccccc2)o1 | -2 | -10% | -11% | i | 28% | -5% | 1% | 4% | -1%
43 | COc1ccc(OC(=O)c2ccc(OC)c(S(=O)(=O)N3CCOCC3)c2)cc1 | 12 | x | 8% | i | 19% | -20% | 1% | -1% | -24%
44 | O=c1[nH]c(=O)n(Cc2ccco2)c2c1C(C(F)(F)F)(C(F)(F)F)N=C(C1CCCCC1)N2 | 15 | 0% | 17% | i | -3% | -3% | -14% | -9% | i
45 | CCOC(=O)Cc1csc(N/C(=N/S(=O)(=O)c2cc(Br)ccc2OCC)c2ccccc2)n1 | -16 | u | -6% | i | u | 31% | 15% | 2% | i
46 | CC1CCN(S(=O)(=O)N2CCC(C(=O)N3CCC(N(C)CC4CCCO4)CC3)CC2)CC1 (stereo unspecified) | 4 | -21% | 9% | i | -12% | -17% | -2% | -5% | -25%
47 | Cc1cccc(N(CC(=O)NCc2ccco2)C(=O)CCC(=O)Nc2nccs2)c1 | -2 | 15% | -16% | i | 3% | 7% | 1% | 12% | i
48 | CN(C)CCCn1c(-c2ccc(Cl)cc2)csc1=Nc1ccccc1 | x | -12% | 17% | x | u | -10% | 7% | 16% | i
49 | Cc1ccc(CN(C(=O)Cc2cccs2)C(C(=O)NC2CCCC2)c2ccncc2)cc1 (stereo unspecified) | -21 | 28% | 3% | i | -28% | -23% | -3% | 14% | -4%
50 | COc1ccc(C(=O)CSc2nnc(CNC(=O)c3ccc(S(=O)(=O)N(C)C)cc3)o2)cc1 | 6 | x | 16% | i | 0% | -4% | -2% | -2% | i
51 | O=C(c1ccc(Cl)c(Cl)c1)N1CCC(=O)N([C@H](COCc2cccc(C(F)(F)F)c2)Cc2ccccc2)CC1 | 42 | 42% | 12% | i | u | 16% | u | -2% | -62%[inhibitor]
52 | CCn1c(=O)cc(OCC(=O)NC2CC2)c2ccccc21 | 8 | 7% | -1% | i | 114%[activator] | 2% | 2% | -5% | i
53 | O=C(CSC1=NS(=O)(=O)c2ccccc2N1)Nc1ccccc1F | u | 1% | 16% | i | 6% | 1% | -1% | -10% | -12%
54 | Cc1cc(C)nc(SCc2cc(=O)c(OC(=O)c3ccc(S(=O)(=O)N(C)C)cc3)co2)n1 | -11 | x | -63%[inhibitor] | i | -1% | -59%[inhibitor] | 0% | -8% | i
55 | CCc1ccc(S(=O)(=O)c2ccc(-n3nc(C)cc3N)cc2)cc1 | -24 | 27% | -27%[9.22 µM] | i | -3% | 7% | -1% | 14% | i
